VLA-4 inh – inhibition in human VLA-4 binding assay, primary screen, VLA-4 allosteric modulator project, MLPCN library, flow cytometry, VLA-4 expressing cells; Integrin alpha-4 (Homo sapiens), P13612; ligand binding flow cytometry; inhibition, % (about 7 µM as worked out from the volumes in the protocol); 330,000 compounds, 0.2% hits; AID 2557, 2010; in the data active = inhibition above about 50%
GRK2 inh – compounds blocking aptamer binding on GRK2 – biochemical, human GRK2, bead flow cytometry, HTS, primary screen. FAM-aptamer displacement from GRK2. inhibition of aptamer binding, % at 10 µM. 330,000 compounds, 0.59% hits;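 active = inhibition of aptamer binding above 40%, roughly 3 SD of noise, on plates passing a quality check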;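 also: median bead fluorescence of bound FAM aptamer so fluorescent compounds give negative values; no value below 0 was filed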
Target sequence (P25098 whole entry, looked up): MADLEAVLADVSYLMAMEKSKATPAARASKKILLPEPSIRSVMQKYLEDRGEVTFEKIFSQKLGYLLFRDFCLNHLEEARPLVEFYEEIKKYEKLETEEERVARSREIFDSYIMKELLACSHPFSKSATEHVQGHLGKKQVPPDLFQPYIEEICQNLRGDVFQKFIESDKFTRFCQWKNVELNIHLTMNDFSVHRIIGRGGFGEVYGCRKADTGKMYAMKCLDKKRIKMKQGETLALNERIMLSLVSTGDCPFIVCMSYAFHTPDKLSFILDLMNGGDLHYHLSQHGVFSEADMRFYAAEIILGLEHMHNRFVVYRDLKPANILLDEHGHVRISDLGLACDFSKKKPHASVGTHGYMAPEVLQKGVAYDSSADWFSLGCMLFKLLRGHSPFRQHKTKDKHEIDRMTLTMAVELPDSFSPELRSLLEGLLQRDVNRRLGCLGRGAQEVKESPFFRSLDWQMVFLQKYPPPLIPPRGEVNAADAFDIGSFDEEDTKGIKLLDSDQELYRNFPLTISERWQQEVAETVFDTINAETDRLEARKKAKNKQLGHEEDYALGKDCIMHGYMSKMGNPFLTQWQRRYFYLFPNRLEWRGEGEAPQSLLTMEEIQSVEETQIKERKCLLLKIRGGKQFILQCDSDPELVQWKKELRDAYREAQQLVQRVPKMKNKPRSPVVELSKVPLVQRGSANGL
MEP2 TOR yeast – modulators of MEP2-GFP levels in yeast, primary screen, S. cerevisiae, multiplex flow cytometry, MLPCN library; S. cerevisiae MEP2-GFP strain, 3 h; 100% = DMSO control level; GFP response vs DMSO, % at 10 µM; 330,000 compounds, 0.51% hits; AID 2016, 2009;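 active = GFP response versus DMSO above a set limit, roughly screen mean plus 3 SD, cut at about 180% in these data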;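 also: median GFP fluorescence of the barcode-gated MEP2-GFP cells per well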
RPL19A-GFP yeast – RPL19A-GFP expression modulators in yeast, primary screen, cell-based, S. cerevisiae, multiplex flow cytometry, MLPCN; percent response vs DMSO, % at 10 µM; S. cerevisiae RPL19A-GFP strain, 3 h; active compounds read low; 330,000 compounds, 0.3% hits;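 active = percent response vs DMSO below 50%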;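 also: median channel GFP fluorescence of the barcoded RPL19A-GFP strain; ratio of sample median GFP to plate DMSO average so 100% = DMSO; lower means less RPL19A-GFP as with rapamycin TOR inhibition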
CIT2-GFP yeast – modulators of CIT2-GFP expression in yeast, primary screen, S. cerevisiae, GFP fusion, multiplex flow cytometry, MLPCN library | S. cerevisiae CIT2-GFP strain, 3 h; 100 means same as DMSO wells | GFP response vs DMSO, % at 10 µM | 320,000 compounds, 0.065% hits | AID 2029, 2009;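 active = GFP response relative to DMSO above a set limit, near the screen mean plus 3 SD, cut at about 150% in these data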;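 also: ratio of well median GFP fluorescence to mean of DMSO wells on the plate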
Yeast superoxide – reduction of superoxide in aged yeast, primary screen, HTS; AID 2690, 2010; 330,000 compounds, 0.18% hits; superoxide response (% of plate mean), % at 10 µM; S. cerevisiae aged cells, superoxide DHE fluorescence; active compounds read low;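 active = superoxide response under a set limit, about three screen SD below normal, cut at about 65% in these data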;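 also: yeast aged for seven days with compound at 30 °C before DHE staining; 100% = average MFI of all compound-treated wells on the plate with controls excluded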
LAP4-GFP MLPCN – modulators of LAP4-GFP expression in yeast, primary screen, S. cerevisiae, multiplex flow cytometry, MLPCN library; 3 h; median GFP as percent of DMSO wells; 320,000 compounds, 0.34% hits; GFP response vs DMSO, % at 10 µM;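 active = GFP response vs DMSO above a set limit, about the screen mean plus 3 SD, cut at about 150% in these data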
AGP1-GFP MLPCN – modulators of AGP1-GFP expression in yeast TOR pathway, primary screen, cell-based, multiplex flow cytometry, S. cerevisiae, MLPCN library; GFP response vs DMSO, % at 10 µM; 3 h; GFP as percent of DMSO wells; 320,000 compounds, 0.02% hits;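 active = GFP response relative to DMSO above a set limit, near screen average plus 3 SD, cut at about 150% in these data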;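 also: median GFP channel fluorescence of the gated AGP1 strain per well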
The depositor's hits bear a star; / = not tested or not shown. Compounds were not picked by outcome (roughly 1.7% active in at least one column).

SMILES	VLA-4 inh	GRK2 inh	MEP2 TOR yeast	RPL19A-GFP yeast	CIT2-GFP yeast	Yeast superoxide	LAP4-GFP MLPCN	AGP1-GFP MLPCN
CCOC(=O)COc1ccc(Cl)cc1C1NC(=O)NC(C)=C1C(C)=O (stereo not drawn)	13.7	1.0	98.3	96.2	83.3	102.2	85.1	83.7
O=C(COc1ccc(F)cc1)Nc1nnc(C2CC2)s1	3.8	0.0	100.6	102.4	98.4	92.0	96.8	106.1
CC1=C([N+](=O)[O-])C(c2ccc3c(c2)OCO3)N(C)C(=O)N1C (stereo not drawn)	29.0	0.0	100.7	99.1	97.0	96.7	99.5	94.3
O=C(NCC1COc2ccccc2O1)c1ccc(-n2cncn2)c([N+](=O)[O-])c1 (stereo not drawn)	-9.5	0.0	93.0	86.9	89.9	116.1	96.8	94.8
Oc1ccc2ccccc2c1CNc1ccccn1	7.5	0.0	107.3	101.5	102.8	92.1	99.2	107.9
Cc1ccc(NC(=O)c2sc(Cl)nc2C)c(C)c1	-2.0	2.0	102.3	102.1	97.5	102.4	98.5	101.3
COc1ccc2c(c1)c1nc(SCC(C)C)n(CCO)c(=O)c1n2C	-4.5	3.0	105.8	102.6	103.2	111.3	106.4	99.4
Cc1ccc(OCCCCNC2CCCC(C)C2C)c(C)c1 (stereo not drawn)	12.8	0.0	96.9	93.9	93.8	96.1	108.3	97.8
C=CCOc1ccc(C2N3CC4(C)CN2CC(CCC)(C3)C4=O)cc1 (stereo not drawn)	-5.5	3.0	87.8	88.4	90.8	85.5	89.5	/
CCCNC(=O)c1onc(CSc2ccc(Cl)cc2)c1C(=O)NCC1CC1	3.3	1.0	85.2	97.7	102.3	103.3	99.7	87.5
COc1ccc(CNC(=O)C(c2ccco2)N(C(=O)Cc2cccs2)c2cccnc2)cc1 (stereo not drawn)	6.2	0.0	106.9	104.7	106.3	113.3	101.9	106.1
CCOC(=O)N/N=C/c1cn(Cc2ccc(F)cc2)c2ccccc12	10.9	2.0	114.5	86.4	94.9	102.8	106.7	74.4

By substructure: the compounds so far containing a halogen (5)
SMILES	VLA-4 inh	GRK2 inh	MEP2 TOR yeast	RPL19A-GFP yeast	CIT2-GFP yeast	Yeast superoxide	LAP4-GFP MLPCN	AGP1-GFP MLPCN
CCOC(=O)COc1ccc(Cl)cc1C1NC(=O)NC(C)=C1C(C)=O (stereo not drawn)	13.7	1.0	98.3	96.2	83.3	102.2	85.1	83.7
O=C(COc1ccc(F)cc1)Nc1nnc(C2CC2)s1	3.8	0.0	100.6	102.4	98.4	92.0	96.8	106.1
Cc1ccc(NC(=O)c2sc(Cl)nc2C)c(C)c1	-2.0	2.0	102.3	102.1	97.5	102.4	98.5	101.3
CCCNC(=O)c1onc(CSc2ccc(Cl)cc2)c1C(=O)NCC1CC1	3.3	1.0	85.2	97.7	102.3	103.3	99.7	87.5
CCOC(=O)N/N=C/c1cn(Cc2ccc(F)cc2)c2ccccc12	10.9	2.0	114.5	86.4	94.9	102.8	106.7	74.4

Following part.
SMILES	VLA-4 inh	GRK2 inh	MEP2 TOR yeast	RPL19A-GFP yeast	CIT2-GFP yeast	Yeast superoxide	LAP4-GFP MLPCN	AGP1-GFP MLPCN
Clc1ccc(N/N=C/c2cccs2)nn1	7.0	1.0	104.9	107.5	106.3	89.8	103.8	100.2
CCOc1ccc(CCNC(=O)COC(=O)COc2ccc(C(=O)CC)cc2)cc1OCC	6.4	0.0	97.3	98.4	100.8	104.0	101.8	108.7
CCCCOc1cccc(C(=O)Nc2ccc(N3CCN(CC)CC3)cc2)c1	19.6	5.0	94.2	96.5	92.1	104.0	97.1	95.6
COc1ccc(/C=C/c2nc(-c3ccccc3)cc(=O)[nH]2)cc1	-7.0	1.0	105.0	100.7	101.4	100.4	102.7	98.9
COc1ccc(C(=O)N(CCc2ccccc2)Cc2ccccc2)c(OC)n1	41.7	2.0	106.1	98.5	99.0	99.0	97.6	98.0
COc1ccccc1-c1nnc(C2CCN(S(=O)(=O)c3ccc([N+](=O)[O-])cc3)CC2)o1	-2.1	0.0	93.5	98.0	94.5	101.7	96.6	95.8
COC(C)(C)[C@]12CC(O)(c3ccccc3)ON1[C@H]1CCCCC1N2O (stereo partly drawn)	2.5	3.0	97.0	98.0	98.4	93.6	95.1	99.8
COc1cc(C(=O)Nc2nc3ccccc3s2)ccc1OCc1c(C)noc1C	-17.8	0.0	104.5	99.9	100.8	88.4	101.3	106.7
Cc1oc(-c2ccoc2)nc1CN(CC1CCC(=O)N1)C(C)C (stereo not drawn)	-3.4	0.0	100.7	94.9	102.4	84.4	116.5	106.0
CCN(CC)CCOc1ccc2nc(N(C)C)sc2c1	-29.1	0.0	111.4	99.8	110.1	98.1	101.0	105.1
O=C(NCC(=O)N1CCN(c2ccc(C(F)(F)F)cn2)CC1)c1ccc(Br)o1	0.0	2.0	107.9	103.6	106.1	103.2	110.7	103.5
O=C(Cc1n[nH]c(=O)c2ccccc12)N/N=C/c1cc2c(cc1Cl)OCO2	3.0	0.0	98.0	109.3	110.2	95.9	96.0	103.6

Some of these compounds in order of their number in RPL19A-GFP yeast, lowest first.
Molecule,VLA-4 inh,GRK2 inh,MEP2 TOR yeast,RPL19A-GFP yeast,CIT2-GFP yeast,LAP4-GFP MLPCN,AGP1-GFP MLPCN
Cc1oc(-c2ccoc2)nc1CN(CC1CCC(=O)N1)C(C)C (stereo not drawn),-3.4,0.0,100.7,94.9,102.4,116.5,106.0
CCOc1ccc(CCNC(=O)COC(=O)COc2ccc(C(=O)CC)cc2)cc1OCC,6.4,0.0,97.3,98.4,100.8,101.8,108.7
COc1ccc(C(=O)N(CCc2ccccc2)Cc2ccccc2)c(OC)n1,41.7,2.0,106.1,98.5,99.0,97.6,98.0

Going on with the list:
SMILES	VLA-4 inh	GRK2 inh	MEP2 TOR yeast	RPL19A-GFP yeast	CIT2-GFP yeast	Yeast superoxide	LAP4-GFP MLPCN	AGP1-GFP MLPCN
Cc1ccc2nc(NCC(=O)NN)nc(-c3ccccc3)c2c1	3.0	0.0	101.3	100.6	97.2	87.1	110.2	102.8
CC1=NNC(=O)C1CCC(=O)N/N=C/c1ccc(C)cc1 (stereo not drawn)	9.9	0.0	100.5	100.6	108.3	83.5	113.2	105.5
CCOc1ccc(OCc2ccc(C(=O)Nc3ccc(Cl)cn3)o2)cc1	-21.9	3.0	94.9	90.9	89.8	96.0	108.0	93.4
O=C(CSc1nc2ccccc2c(=O)[nH]1)Nc1ccc(C(=O)O)cc1	0.7	0.0	100.0	93.1	91.1	94.8	94.9	92.3
Cc1ccc2c(CSc3nnnn3C)cc(=O)oc2c1	-2.7	1.0	102.0	96.9	91.7	85.8	96.5	95.4
Cc1ccn2c(/C=N/OCc3cccc(F)c3)c(-c3ccc(Cl)cc3)nc2c1	21.6	2.0	102.7	95.9	102.6	100.8	96.2	98.6
Cc1ccccc1C(=O)Oc1ccc(-c2csnn2)cc1	1.9	3.0	99.1	92.4	77.8	98.8	105.2	85.7
CC1CC(C)CN(CCCNC(=O)C2CCN(S(=O)(=O)N3CCCCC3)CC2)C1 (stereo not drawn)	-1.6	0.0	88.8	92.3	93.7	90.8	89.6	95.2
COc1ccccc1Oc1coc2c(CN3CCOCC3)c(O)ccc2c1=O	-0.5	2.0	97.4	96.3	96.8	95.3	101.4	103.3
O=C(Nc1ccncc1)c1ccc(NS(=O)(=O)c2cccc(F)c2)cc1	-7.5	0.0	110.6	101.8	106.7	86.5	114.7	102.9
CCc1cc(C(=O)NNC(=S)NC(C)c2ccccc2)cs1 (stereo not drawn)	13.6	0.0	100.6	98.4	104.5	93.2	102.7	102.6
O=C(CN1CCN(Cc2ccc3c(c2)OCO3)CC1)Nc1cc(S(=O)(=O)N2CCCC2)ccc1Cl	-2.0	2.0	113.6	102.8	112.3	98.3	96.3	107.5
CC1CCC(N2CCN(S(C)(=O)=O)CC2)CC1 (stereo not drawn)	31.5	3.0	99.2	99.5	92.3	101.5	94.3	99.5
COc1cc(OC)c(C(=O)OCC(=O)Nc2c(C)n(C)n(-c3ccccc3)c2=O)cc1OC	16.3	0.0	95.3	99.5	95.5	101.6	98.7	101.7
Fc1ccc(-c2csc(/C=C/c3ccc4c(c3)OCO4)n2)cc1	49.0	1.0	98.1	98.3	95.2	106.9	102.5	99.5
O=C(Nc1ccc(S(=O)(=O)N2CCOCC2)cc1)C1COc2ccccc2O1 (stereo not drawn)	3.8	2.0	98.6	97.2	/	99.0	92.6	99.1
CCN1C(=O)C(=O)N(CC(=O)c2[nH]c(C)c(C(C)=O)c2C)C1=O	-8.1	0.0	105.7	96.2	95.4	103.1	107.3	100.6
CCOc1ccc(N2CC(C(=O)Oc3ccccc3)CC2=O)cc1 (stereo not drawn)	-10.3	2.0	112.6	107.3	93.3	105.3	110.3	107.5
CC(NC(=O)/C=C/c1ccco1)c1nc2ccccc2n1Cc1cccc(Cl)c1 (stereo not drawn)	0.0	2.0	89.8	102.8	104.1	99.0	85.3	102.2
C/C(=N\NC(=O)c1ccc(OC2CCCC2)cc1)c1ccc(C)s1	2.0	0.0	106.3	98.8	105.5	98.2	97.1	102.9
CCN(C(=O)COn1nnc2ccc(S(=O)(=O)N(C)C)cc21)C1CCS(=O)(=O)C1 (stereo not drawn)	3.1	0.0	96.8	94.2	91.1	98.5	93.3	94.6
COc1ccccc1N1CCN(S(=O)(=O)CCNC(=O)C2CC(=O)N(c3ccccc3)C2)CC1 (stereo not drawn)	1.6	0.0	97.3	103.4	110.7	99.6	104.8	106.1
CCOC(=O)C1(Cc2cccc(OC)c2)CCCN(C(=O)c2ccc(OC)o2)C1 (stereo not drawn)	-8.4	0.0	94.2	100.0	104.7	104.4	75.8	89.0
CC1(C)CC(NS(=O)(=O)c2ccc(Cl)cc2)CC(C)(C)N1	7.4	0.0	111.1	93.2	89.2	94.6	79.9	85.3
O=C(CN1CCN(S(=O)(=O)c2ccc3ccccc3c2)CC1)Nc1ccc(N2CCOCC2)cc1	-13.7	2.0	111.0	102.1	100.7	113.6	87.6	101.1

Reformatted as labelled records: 3 of the compounds above
> CC1CCC(N2CCN(S(C)(=O)=O)CC2)CC1 (stereo not drawn)
  VLA-4 inh: 31.5 | GRK2 inh: 3.0 | MEP2 TOR yeast: 99.2 | RPL19A-GFP yeast: 99.5 | CIT2-GFP yeast: 92.3 | Yeast superoxide: 101.5 | LAP4-GFP MLPCN: 94.3 | AGP1-GFP MLPCN: 99.5
> COC(C)(C)[C@]12CC(O)(c3ccccc3)ON1[C@H]1CCCCC1N2O (stereo partly drawn)
  VLA-4 inh: 2.5 | GRK2 inh: 3.0 | MEP2 TOR yeast: 97.0 | RPL19A-GFP yeast: 98.0 | CIT2-GFP yeast: 98.4 | Yeast superoxide: 93.6 | LAP4-GFP MLPCN: 95.1 | AGP1-GFP MLPCN: 99.8
> Cc1ccccc1C(=O)Oc1ccc(-c2csnn2)cc1
  VLA-4 inh: 1.9 | GRK2 inh: 3.0 | MEP2 TOR yeast: 99.1 | RPL19A-GFP yeast: 92.4 | CIT2-GFP yeast: 77.8 | Yeast superoxide: 98.8 | LAP4-GFP MLPCN: 105.2 | AGP1-GFP MLPCN: 85.7
